High-throughput results: PubChem BioAssay, National Center for Advancing Translational Sciences (NCATS)
ELG1 genotoxic: qHTS screen for small molecules that induce genotoxicity in human embryonic kidney (HEK293T) cells expressing luciferase-tagged ELG1 | AID 504466, 2011 | HEK293T ELG1-luciferase reporter, luminescence, 16 h | Potency, µM (top dose mostly 46 µM), for inactives: at the top dose activity change, positive = activation, most hits filed as activators | 330,000 compounds, 1.3% hits; note: % of control where 0% means no effect; nearly all actives have a fitted effect of over 60% in size
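Screening used a luciferase reporter fused to human ELG1 in HEK293T cells. Luminescence was read on a CCD plate imager after 16 hr exposure and 30 min ONE-Glo incubation.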
RORg inh: qHTS for inhibitors of ROR gamma transcriptional activity | Drosophila S2 Gal4-RORgamma UAS-luciferase reporter, 20 h | Potency, µM (highest dose often 53.6 µM), without a hit: at the highest dose activity change, negative = inhibition, actives largely listed as inhibitors | 310,000 compounds, 5.4% hits | AID 2551, 2010; note: % is set by controls: 0 for no effect and ±100 for the full control effect; nearly all actives have a fitted effect of over 60% in size
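Drosophila S2 cells stably expressing Gal4-DBD/mouse RORγ fusion under metallothionein promoter plus UAS-luciferase; compound 1 h, then 700 uM CuSO4 induction for 20 h at ambient temperature; inhibition read as reduced luminescence.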
p53 reactivation: qHTS assay for re-activators of p53 using a Luc reporter. H1299 p53-A138V BP100-luciferase reporter, luminescence, 24 h. Potency, µM (highest dose often 92.2 µM), without a hit: top-dose activity change, positive = activation, usual class: activators. 320,000 compounds, 0.063% hits; note: % of control where 0% means no effect; nearly all actives have a fitted effect of over 45% in size
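p53-null H1299 cells stably carrying temperature-sensitive p53-A138V and a BP100-luciferase reporter were pinned with compounds (4-point, 1:5 series) and held 24 hrs at 37 deg C. Luminescence was read 10 min after detection reagent.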
MBNL1-CUG inh: qHTS Assay for Inhibitors of MBNL1-poly(CUG) RNA binding; Potency, µM (titrated, usually from 57.5 µM), without a hit: at the highest dose activity change, negative = inhibition, usual class: inhibitors; TR-FRET MBNL1-His/biotin-(CUG)12 binding, 665/545 ratio; AID 2675, 2010; 280,000 compounds, 0.036% hits; Muscleblind-like protein 1 (Homo sapiens), Q9NR56; active = well fitted inhibition curve with a large enough effect in the signal ratio, with a control signal flat, not every such curve was filed as active; inconclusive = small, poorly fitted or top-dose-only effect, or effect the other way, or a change in a side signal; inactive = no such curve, though single readings can be large or run the other way; the % refers to the signal ratio; note: % is set by controls: 0 for no effect and ±100 for the full control effect
Target sequence (Q9NR56 whole entry, looked up): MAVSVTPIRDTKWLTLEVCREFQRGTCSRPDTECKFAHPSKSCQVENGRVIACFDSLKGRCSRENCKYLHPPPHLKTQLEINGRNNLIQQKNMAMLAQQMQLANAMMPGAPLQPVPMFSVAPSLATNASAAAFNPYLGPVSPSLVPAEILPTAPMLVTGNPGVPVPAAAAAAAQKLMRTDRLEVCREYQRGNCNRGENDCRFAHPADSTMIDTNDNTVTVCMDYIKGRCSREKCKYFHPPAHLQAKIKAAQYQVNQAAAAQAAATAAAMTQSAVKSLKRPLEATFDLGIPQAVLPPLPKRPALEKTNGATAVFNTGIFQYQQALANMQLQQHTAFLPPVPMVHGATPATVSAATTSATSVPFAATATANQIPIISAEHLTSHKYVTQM
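TR-FRET between His-tagged MBNL1 and biotin-(CUG)12 RNA, detected with Tb anti-His antibody (0.055 ng/ul) and streptavidin-XL665 (5 nM), 60 min at room temperature. Compounds titrated 92 nM to 58 uM; 665/545 nm ratio normalized to buffer and complex controls.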
Rab9 promoter act: qHTS Assay for Rab9 Promoter Activators; Huh7 Rab9 promoter-luciferase reporter, luminescence, 24 h; Potency, µM (highest dose often 9.22 µM), for the others: top-dose activation, negative = inhibition, actives largely listed as activators; 320,000 compounds, 2.8% hits; note: % of control where 0% means no effect; nearly all actives have a fitted effect of over 60% in size
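Cell-based reporter: Huh7 stable for Rab9 promoter-driven luciferase, plated in reduced-serum medium with 10% FBS at 1500 cells/well, compound-treated 24 h at 37 °C, luminescence read after 10 min reagent.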
Gal4-VP16 FLuc: VP16 counterscreen qHTS for inhibitors of ROR gamma transcriptional activity | Drosophila S2 Gal4-VP16 UAS-luciferase, luminescence, 20 h | Potency, µM (series often up to 53.6 µM), without a hit: at the highest dose activity, negative = inhibition, actives largely listed as inhibitors | 310,000 compounds, 3.5% hits;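 note: Gal4-VP16 expression switched on by copper sulfate through the metallothionein promoter; % is set by controls: 0 for no effect and ±100 for the full control effect; nearly all actives have a fitted effect of over 50% in size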
NPC1 promoter act: qHTS Assay for NPC1 Promoter Activators; Huh7 NPC1 promoter luciferase reporter, 24 h; Potency, µM (titrated, usually from 9.22 µM), without a hit: at the highest dose activation, hits mostly activators; 320,000 compounds, 2.4% hits; AID 485313, 2010;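 note: % of control where 0% means no effect; nearly all actives have a fitted effect of over 60% in size; reporter is driven by a mutant NPC1 promoter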
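Huh7 reporter cells (NPC1 promoter driving luciferase) are dosed with compound for 24 h at 37 °C, 5% CO2; luciferase detection reagent is then added and luminescence measured after 10 min at ambient temperature.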
FLuc counter: qHTS profiling assay for firefly luciferase inhibitor/activator using purifed enzyme and Km concentrations of substrates (counterscreen for miR-21 project); Luciferin 4-monooxygenase (Photinus pyralis), P08659; purified FLuc, Km substrates, luminescence inhibition; Potency, µM (highest dose often 57.5 µM), without a hit: at the highest dose activity change, negative = inhibition, actives largely listed as inhibitors; 360,000 compounds, 6.9% hits; AID 588342, 2011;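 note: plate controls were vehicle for no effect and reference inhibitor for full effect; nearly all actives have a fitted effect of over 55% in size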
Target sequence (P08659 whole entry, looked up): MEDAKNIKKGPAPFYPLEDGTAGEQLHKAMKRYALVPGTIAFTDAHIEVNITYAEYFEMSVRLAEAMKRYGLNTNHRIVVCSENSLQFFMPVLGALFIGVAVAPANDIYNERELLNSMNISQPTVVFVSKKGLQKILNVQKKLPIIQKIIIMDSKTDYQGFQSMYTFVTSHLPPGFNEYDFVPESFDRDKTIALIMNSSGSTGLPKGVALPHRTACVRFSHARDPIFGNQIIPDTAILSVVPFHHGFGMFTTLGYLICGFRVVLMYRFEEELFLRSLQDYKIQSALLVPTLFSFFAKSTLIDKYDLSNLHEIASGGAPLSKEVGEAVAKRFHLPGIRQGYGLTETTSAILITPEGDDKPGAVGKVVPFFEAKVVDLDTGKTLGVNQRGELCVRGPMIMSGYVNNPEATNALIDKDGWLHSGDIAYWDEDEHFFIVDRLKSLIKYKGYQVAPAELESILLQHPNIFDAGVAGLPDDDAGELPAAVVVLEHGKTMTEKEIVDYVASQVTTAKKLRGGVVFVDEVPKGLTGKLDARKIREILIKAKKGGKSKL
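Biochemical qHTS of compounds, final roughly 60 µM downward over six points, against 10 nM purified firefly luciferase using Km concentrations of substrates (10 uM D-luciferin, 10 uM ATP) in Tris acetate pH 7.5 buffer; luminescence output.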
BRCA1 expr act: qHTS Assay to Identify Small Molecule Activators of BRCA1 Expression; AID 624202, 2012; 380,000 compounds, 1.1% hits; MCF7-BRCA1-FFLuc reporter, luminescence, 48 h; response scale: scaled: vehicle 0%, 10 µM genistein 100%; Potency, µM (top dose mostly 46.1 µM), for the others: at the highest dose activation, most hits filed as activators; note: nearly all actives have a fitted effect of over 80% in size; some results filed as inactive show a strong effect at the top dose
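Luminescence from a BRCA1-driven firefly luciferase in MCF7 cells was read after 48 h compound exposure at 37 C. Data normalized against DMSO and a 10microM genistein activation control, then curve-fitted across the titration.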
uPA generation: qHTS for Inhibitors of Cell Surface uPA Generation. AID 540303, 2011. cell surface uPA generation assay, qHTS. 330,000 compounds, 0.31% hits. Potency, µM (highest dose often 38.3 µM), for inactives: at the highest dose activity change, negative = inhibition, hits mostly inhibitors; active = well fitted inhibition curve with a large enough effect; inconclusive = small, poorly fitted or top-dose-only effect; inactive = no such curve, though single readings can be large or run the other way; tested in mouse RAW 264.7 cells; note: % is set by controls: 0 for no effect and ±100 for the full control effect; nearly all actives have a fitted effect of over 55% in size
* hit, by the source's call; ? = inconclusive; · = not tested or not shown; [ ] = remark or other dose. Unless noted, calls come from the whole dose curve; as a rule, active = well fitted curve in the direction sought with a large enough effect; inconclusive = small, poorly fitted or top-dose-only effect, or another doubt; inactive = no such curve, though single readings can be large; an effect the other way counts as inactive or inconclusive. Potency is the fitted concentration of half-maximal effect.

SMILES	ELG1 genotoxic	RORg inh	p53 reactivation	MBNL1-CUG inh	Rab9 promoter act	Gal4-VP16 FLuc	NPC1 promoter act	FLuc counter	BRCA1 expr act	uPA generation
Cc1ncc(S(=O)(=O)c2ccccc2)c(-c2ccccc2)n1	2%	-2%	-3%	6%	9%	11%	9%	5%	0%	-3%
O=C(NC(=O)c1ccccc1)Nc1ccc(Cl)cn1	1.5µM*	12%	21%	2%	1µM*	0%	0.63µM*	2.1µM*	86%	7%
O=C(Nc1ccc(Cl)cc1)C1CCCN(c2ncnc3c2nc2n3CCCCC2)C1 (stereo not given)	-11%	41%	?	1%	-4%	-13%	-3%	0%	-42%	-4%
Cc1cc(C)c(S(=O)(=O)O)c(C)n1	-1%	0%	15%	-1%	4%	-5%	-2%	-1%	6%	2%
Cc1c(NC(=O)c2cccnc2Cl)c(=O)n(-c2ccccc2)n1C	-2%	10%	-1%	-9%	0%	-7%	-8%	1%	-12%	3%
Cn1nnnc1SCC(=O)Nc1ccccc1C(N)=O	0%	-2%	1%	-2%	-15%	2%	-12%	3%	-4%	8%
O=C(CSc1nnc(-c2cccnc2)n1CCc1ccccc1)NCc1ccccc1	-1%	-4%	0%	-4%	-2%	25%	-4%	2%	-7%	2%
C=CCN1CCN(C(=O)CCCc2ccccc2)CC1	?	5.6µM*	-2%	-4%	0.1µM*	7.9µM*	0.32µM*	2.1µM*	-45%	-6%
N#C/C(=C\Nc1ccccc1SC(F)(F)F)c1nc(-c2ccccc2)cs1	7%	13%	-8%	-8%	-5%	-18%	2%	6%	-1%	1%
COc1ccc(-c2noc(CCC(=O)NCc3ccco3)n2)cc1	3%	-32%	4%	·	18%	?	-1%	-19%	17%	4%
CCOC(=O)N1CCN(S(=O)(=O)c2c(C(=O)N3CCCCC3)c(C)n(C)c2C)CC1	5%	-6%	7%	-5%	2%	4%	-1%	1%	6%	-8%
COc1cc(/C=C/C(=O)O)cc(S(=O)(=O)Nc2cc(Cl)c(Cl)cc2Cl)c1OC	0%	18%	-2%	-10%	-5%	-13%	-1%	-17%	-2%	1%
CC(C)c1csc(CN2CCN(Cc3ccc(F)c(F)c3)C(CCO)C2)n1 (stereo not given)	-1%	?	-4%	-1%	-2%	-28%	1%	0%	-33%	0%
CN(C)c1ccc(CNc2nc(-c3ccccc3)nn2S(C)(=O)=O)cc1	-1%	32%	26%	1%	5%	-4%	5%	0%	1%	-7%
CC(NC(=O)c1ccco1)c1cccc2ccccc12 (stereo not given)	7%	4%	-11%	2%	-7%	-7%	-3%	-4%	6%	1%
CC(C)c1ccc(NC(=O)c2cc(S(=O)(=O)N3CCCCC3)c[nH]2)cc1	2%	-23%	·	-2%	9%	2%	-4%	1%	3%	7%
COc1ccccc1C(=O)C1CCCN(C(=O)c2ccccn2)C1 (stereo not given)	4%	27%	0%	-4%	-1%	-8%	-4%	8%	-14%	4%
COc1ccnc(Oc2ccc(F)cc2)c1C(=O)N/C=N/OCc1cccc(F)c1	-2%	16%	-3%	-12%	5%	-3%	-4%	-1%	-2%	-3%
COc1ccc(OCc2n[nH]c(=S)n2N)cc1	0%	?	-2%	-10%	-6%	-11%	-1%	?	3%	4%
Cc1nc2ccc(S(=O)(=O)NC(C(=O)N3CCC(C)CC3)C(C)C)cc2s1 (stereo not given)	-1%	-26%	-4%	5%	-2%	-2%	-1%	1%	-16%	5%
O=C(NN=C1CCCC1)c1ccn[nH]1	6%	21%	?	·	-8%	6%	-1%	-11%	88%	-6%
CCN(Cc1ccccc1)S(=O)(=O)c1cn(C)cn1	2%	-17%	-8%	1%	-4%	-18%	-2%	0%	-6%	2%
CC(C)(C)c1ccc(OC(=O)N2CCOCC2)cc1	?	?	20%	-5%	?	?	4%	15µM*	?	-11%
C=CCn1c2ccccc2c2nnc(SCC(=O)Nc3cc(C)on3)nc21	5%	-24%	6%	36%[activator]	8%	0%	6%	2%	-34%	-6%
c1ccc(C2CC(c3cccs3)Nc3nnnn32)cc1 (stereo not given)	-1%	20%	2%	-4%	1%	6%	-2%	-3%	-4%	-4%
CCOC(=O)c1nccnc1C(=O)Nc1cccc(C(F)(F)F)c1	0%	0%	1%	5%	0%	1%	-3%	3%	-13%	0%
CCN(CC(=O)Nc1c(F)cccc1F)C(=O)Cn1[nH]c(=O)c2ccccc2c1=O	8%	·	12%	·	3%	·	-2%	·	-9%	3%
CCOC(=O)N1CCN(C(=O)COC(=O)CNC(=O)c2ccc(Cl)cc2Cl)CC1	-1%	·	4%	·	-4%	·	1%	-3%	-16%	-2%
Cc1ccc2c(c1)/C(=C/c1ccccc1)C(=O)N2	-5%	6%	0%	5%	5%	-3%	2%	-10%	-68%	-5%
O=[N+]([O-])c1ccccc1Nc1c2ccccc2nc2ccccc12	3%	-29%	0%	-5%	-30%[inhibitor]	?	-17%	-2%	-35%	-2%
CC(C)c1ccccc1-n1c(SCc2cc(=O)oc3ccc4ccccc4c23)nnc1-c1cccnc1	-15%	?	-32%[inhibitor]	143%[activator]	-7%	?	2%	5%	-91%	-10%
COc1cccc(/C=C/C(=O)NNC(=O)CCN2CCN(Cc3ccccc3)CC2)c1	0%	-12%	4%	10%	-5%	-5%	-1%	0%	0%	3%
O=C1[C@H]2[C@@H](c3ccc(Cl)cc3)N3C(=O)N(c4cccc(F)c4)C(=O)[C@@]3(Cc3ccc(Cl)cc3)[C@H]2C(=O)N1C1CCCCC1	-3%	8%	10%	4%	-4%	0%	-7%	1%	-27%	8%
Clc1ccc2nc(-c3ccc(Cl)nc3)[nH]c2c1	?	0%	?	-1%	17%[1.84 µM]	-5%	2.2µM*	12µM*	14%	2%
O=C(NC1CC1)c1cc2ccccc2o1	11%	0%	4%	-5%	11%	3%	11%	?	40%	?
COC(=O)[C@]1(Cc2ccccc2)N[C@H](CN(C)C(=O)c2ccc(F)cc2)[C@@H]2C(=O)N(C)C(=O)[C@@H]21	-1%	·	-1%	·	·	·	·	·	0%	4%
CCCc1cc(=O)[nH]c(SCC(=O)N(CCOC)c2c(N)n(Cc3ccccc3)c(=O)[nH]c2=O)n1	1%	·	7%	·	0%	·	-1%	-3%	-3%	-4%
COc1cccc(Cn2cnc3c(N)c(C)c(C)cc32)c1	-2%	?	-2%	-7%	-1%	-6%	0%	2%	-38%	13%
CCOC(=O)C1(c2nc(N)cs2)COC(=O)C1 (stereo not given)	-1%	24%	-6%	?	2%	-5%	-1%	2%	0%	3%
COc1cc(OC)c(OC)cc1CN(C)C(c1ccccc1)c1nnnn1-c1ccccc1C (stereo not given)	-4%	-14%	1%	2%	-8%	-1%	-1%	-3%	-50%	2%
Cc1ccc(S(=O)(=O)N2CCN(c3ccc(C(F)(F)F)cc3[N+](=O)[O-])CC2)cc1	-3%	?	-16%	?	-6%	-19%	-9%	4%	-50%	2%
O=C(c1c[nH]c(C(=O)C(Cl)(Cl)Cl)c1)c1ccccc1F	-1%	-21%	10%	-6%	-3%	3%	0%	-14%	6%	2%
CCc1cc2c(=O)c(-c3cnn(-c4ccccc4)c3)coc2c(CN2CCOCC2)c1O	4%	?	2%	1%	2%	2%	-2%	-15%	-6%	-1%
O=C(NC1CCN(Cc2ccccc2)C1)c1cc(S(=O)(=O)N2CCOCC2)ccc1Cl (stereo not given)	0%	·	-1%	·	1%	·	-3%	·	-8%	6%
Cc1cccc(NC(=S)NC(=O)/C=C/c2ccco2)c1	?	4.5µM*	9%	-2%	-10%	?	-29%	?	49%	-18%
Cc1ccc(-c2cccc(C(=O)NCc3ccccc3)n2)c2ccccc12	3%	-14%	8%	17%	1%	-4%	-4%	-1%	-26%	-7%
O=C(N/N=C/c1ccc2c(c1)OCO2)C(O)c1ccccc1 (stereo not given)	0%	-11%	?	-8%[11.5 µM]	?	-5%	18%	?	78%	-2%
COc1ccc(C2C(C(=O)NCc3ccco3)CCC(=O)N2c2ccc(OC)cc2)cc1 (stereo not given)	2%	-2%	14%	-7%	-6%	3%	2%	10%	12%	-4%
CN(C)C(CNc1nnnn1-c1ccccc1)c1ccco1 (stereo not given)	2%	2%[0.365 µM]	-5%	-7%	3%	·	-2%	3%	1%[1.84 µM]	4%
Cc1ccc(C2C(C#N)=C(N)SC(N)=C2C#N)o1	-5%	-33%	18%	67%[activator]	-1%	5%	-1%	?	·	·
O=C(CNS(=O)(=O)c1cccc(Cl)c1)OCc1csc(-c2ccccc2)n1	7%	42%	27%	-2%	-8%	7%	1%	-4%	34%	12%
